# Screens (PubChem)
# SENP8 block = SENP8 protease inhibition. Q96LD8. purified SENP8, Z-RLRGG-aminoluciferin cleavage, luminescence. inhibition, % at 10 µM. hit rate 1.2% among 330,000
# Target sequence (Q96LD8 whole entry, looked up): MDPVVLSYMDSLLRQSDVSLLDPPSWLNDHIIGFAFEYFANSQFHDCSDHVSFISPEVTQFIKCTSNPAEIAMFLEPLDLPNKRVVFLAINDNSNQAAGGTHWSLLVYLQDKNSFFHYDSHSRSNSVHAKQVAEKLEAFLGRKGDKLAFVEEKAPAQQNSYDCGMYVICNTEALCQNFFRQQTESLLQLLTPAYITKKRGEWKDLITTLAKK
# Apaf1 inhib = inhibitors of human Apaf-1 apoptosome; O14727; reconstituted apoptosome caspase-3 activity, DEVD-Rh110 fluorescence; inhibition, % at 20 µM; hit rate 0.71% among 330,000; AID 489030; active = inhibition of at least 40% at 20 µM;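 note: plate controls were DMSO wells for no effect and DEVD-CHO caspase inhibitor wells for full effect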
#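 Medium: Hepes buffer, pH 7.5 / System: biochemical Apaf-1 apoptosome reconstitution / Measured by: Rh110 fluorescence, excitation 480 nm, emission 540 nm / Times: compound with Apaf-1, dATP, procaspase-3 30 min, then 50 min reaction, room temperature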
# SENP7 inh = blocks the human protease SENP7. Q9BQF6. recombinant SENP7, Z-RLRGG-aminoluciferin luminescence, 40 min. inhibition, % at 5 µM. hit rate 1.5% among 330,000;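 active = inhibition above about 50% at the single test dose, limit read from the data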;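 note: plate controls were DMSO with enzyme for no effect and no enzyme buffer wells for full effect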
# Target sequence (Q9BQF6 706-1050 limits assumed): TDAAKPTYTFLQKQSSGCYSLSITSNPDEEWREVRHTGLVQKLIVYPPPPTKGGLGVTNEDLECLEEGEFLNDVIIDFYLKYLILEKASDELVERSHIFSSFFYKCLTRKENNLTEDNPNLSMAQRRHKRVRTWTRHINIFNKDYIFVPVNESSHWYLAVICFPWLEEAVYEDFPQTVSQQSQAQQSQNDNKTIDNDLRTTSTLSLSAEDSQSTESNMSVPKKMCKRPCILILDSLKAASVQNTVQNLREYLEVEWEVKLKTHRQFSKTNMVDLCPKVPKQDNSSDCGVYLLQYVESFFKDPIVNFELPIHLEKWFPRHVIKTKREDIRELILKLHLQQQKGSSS
# HKDC1 inhibitor = blocks human hexokinase HKDC1 activity | recombinant HKDC1, G6PDH/diaphorase resazurin coupled fluorescence | inhibition, % at 20 µM | hit rate 0.16% among 340,000 | AID 493160;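 active = inhibition above about 35% when tested at 20 µM, limit read from the data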;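 note: plate controls were DMSO wells with enzyme for no effect and DMSO wells lacking enzyme for full effect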
#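 Assay system: in-house recombinant HK5 (HKDC1) enzyme. Input: HKDC1 at 5 µg/mL. Medium: Tris pH 8.0 buffer with MgCl2, Tween-20, BSA, BME. Dosing: single 20 µM dose. Schedule: 90 min reaction incubation at room temperature, dark. Signal: resazurin-to-resorufin fluorescence via G6PDH and diaphorase coupling, 525/613 nm. Controls: DMSO-enzyme wells negative, buffer-substituted wells positive.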
# Jurkat NFkB inh = lowers PMA/ionomycin-induced NF-kB signal in Jurkat cells; inhibition, % at 4 µM; PMA/ionomycin-induced NF-kB luciferase reporter, luminescence; hit rate 0.53% among 330,000
# Gli-Sufu block = antagonists of Gli-Sufu signaling | Sufu-KO-LIGHT fibroblasts, Gli luciferase reporter luminescence | inhibition, % at 5 µM | hit rate 0.74% among 340,000 | AID 588413;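 active = inhibition above about 55%, limit read from the data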;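 note: 0% = DMSO-treated cells and 100% = wells with medium but no cells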
# 697 NFkB inh = inhibitors of the PMA/ionomycin-induced NF-kB reporter in 697 B cells; 697 B-cell NF-kB luciferase reporter, 16 h; inhibition, % at 4 µM; hit rate 0.33% among 330,000; AID 435022; in the data active = inhibition above about 35%
# UBC13 polyUb = inhibitors of human UBC13 polyubiquitin chain formation; P61088; TR-FRET; inhibition, % at 20 µM; hit rate 0.47% among 330,000; AID 485273; in the data active = inhibition above about 45%, passing the limit was not always enough
# Target sequence (P61088 whole entry, looked up): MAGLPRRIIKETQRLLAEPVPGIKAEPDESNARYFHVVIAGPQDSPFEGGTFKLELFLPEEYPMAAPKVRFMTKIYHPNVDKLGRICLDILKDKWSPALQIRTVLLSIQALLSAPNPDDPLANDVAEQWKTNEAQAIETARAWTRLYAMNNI
# * hit, by the source's call; · = not tested or not shown. Cut-off read from the data, not from the text of the source, unless noted: active = inhibition above about 50%; inactive = the rest. No enrichment for hits, and some 3.6% of all compounds hit somewhere here.
SMILES,SENP8 block,Apaf1 inhib,SENP7 inh,HKDC1 inhibitor,Jurkat NFkB inh,Gli-Sufu block,697 NFkB inh,UBC13 polyUb
C[N+](C)(C)CCCCCC(=O)/C=N/O,11,2,5,-10,-19,3,-18,-11
Cc1cccc(C)c1Nc1nnc(SCc2nc3ccccc3s2)s1,10,8,4,1,-103,15,-172,6
Cc1nc2ccccn2c1C(=O)N=Nc1c(O)n(CCC(C)C)c2ccccc12,-14,-7,-1,10,-10,22,-48,-5
Oc1cc2c(cc1C(c1ccc(Cl)c(Cl)c1)N1CCCC1)OCO2 (centres undefined),-1,21,9,20,10,-1,4,-8
Cc1ccc(N2CC(C(=O)Nc3ccc(S(=O)(=O)NCC4CCCO4)cc3)CC2=O)cc1C (centres undefined),0,6,6,3,21,-2,10,10
COc1cccc(-c2nnc(SCC(=O)Nc3cc(C)ccc3OC)n2N)c1,5,7,8,-4,-9,-2,-8,-6
COc1cc(NC(C)CCCN)c2ncccc2c1Oc1ccccc1 (centres undefined),34,70*,30,12,9,-4,1,1
Cc1ccc(-c2noc(CN3CCN(Cc4ccccc4)CC3)n2)cc1,-9,9,-1,-2,-12,1,12,-9
Cc1cc(NC(=O)CSc2nnc(-c3ccco3)n2CC2CCCO2)no1 (centres undefined),-1,2,12,4,2,-9,0,2
CCN(CC)Cc1csc2ccc(Br)cc12,-3,2,0,-6,-20,4,6,-4
CCOc1ccccc1N=Cc1c(O)n(C)c(=O)n(C)c1=O,3,4,5,0,9,2,11,9
COC(=O)c1ccc(CSc2ccc3nnc(-c4ccc(F)cc4)n3n2)o1,-2,11,-5,-4,0,5,-33,5
COc1ccc(C/C(N)=N/OC(=O)Cc2ccccc2)cc1OC,-7,7,-3,0,-5,-32,-8,0
Cn1c(=O)c2c(ncn2CC(N)=O)n(C)c1=O,1,-1,6,-7,3,13,12,6
O=C(CSc1nc2nccnc2c(=O)n1Cc1cccs1)Nc1ccccc1,-8,-11,40,-5,-6,-40,-3,-6
COc1ccccc1CN(C)CC(=O)Nc1ccc(Cl)cc1F,0,5,2,9,10,-2,16,6
O=C(COC(=O)C1CC2CCCC(C1)C2=O)Nc1ccc(F)c(Cl)c1 (centres undefined),-9,2,-5,0,-6,-5,19,9
COc1ccc(NC(=O)COC(=O)c2cc([N+](=O)[O-])ccc2N2CCOCC2)cc1,5,2,5,2,15,-7,-9,-24
CN(C)S(=O)(=O)c1ccc(F)c(C(=O)Nc2ccccc2C(=O)NC2CC2)c1,2,0,4,-3,4,-9,22,12
CC(=O)Nc1ccc(Nc2nc(C)cc(C)n2)cc1,5,3,-1,-6,-2,23,-19,-4
C[C@@H](C(=O)N[C@H](C(=O)O)c1ccccc1)n1nnc2ccccc2c1=O,-12,-6,-7,-8,-3,-10,8,-14
COCCC(=O)N1CCC(Oc2ccc(C(=O)N3CCCCC3COC)cc2)CC1 (centres undefined),-7,-1,14,-5,-13,0,-6,-3
CC(C)(C)c1ccc(-c2n[nH]c(=S)n2Cc2ccccc2)cc1,3,17,4,4,-1,-17,-31,2
Cc1cc(C(=O)COC(=O)[C@H](C)NC(=O)c2ccco2)c(C)n1Cc1ccco1,-14,8,-12,-1,0,-9,-2,-9
Cc1ccc(-c2nnc(-c3ccccc3)c(-c3ccccc3)n2)cc1,-6,27,-5,-5,-24,6,-11,-3
O=C(NCc1ccccc1Br)c1ccco1,-13,-10,2,-11,6,2,14,-12
CCN1CCN(CCOc2ccc(Br)cc2C)CC1,1,-5,2,-10,12,23,5,7
COC(=O)C1=C(C)N(c2cccc3ccccc23)C(=O)C1,3,14,0,9,3,5,3,1
COc1ccc(-n2nc(C(=O)NCC(=O)N3CCC(C(N)=O)CC3)c3ccccc3c2=O)cc1,-8,1,-1,3,2,23,8,-4
O=C(NCCc1ccc(S(=O)(=O)N2CCCC2)cc1)c1cccs1,-1,-1,0,-11,4,-3,12,6
COc1ccc(N=c2scc(C)n2CCCN2CCCC2=O)cc1,-4,-10,9,-2,-1,1,-4,-11
Nc1ccc(NC(=O)c2ccccc2)c2c1C(=O)c1ccccc1C2=O,3,4,8,2,41,-1,-12,-6
COc1ccccc1NC(=O)c1ccc(-c2ccccc2[N+](=O)[O-])o1,-5,12,4,-5,-54,-35,-40,14
CCCCNC(=O)CSc1nc2ccc(Nc3nc(N4CCOCC4)nc(N4CCOCC4)n3)cc2s1,6,6,6,-3,8,7,0,8
COc1ccccc1Oc1ccc(NC(=O)c2ccc(Cl)cc2)cc1,-13,-13,2,-7,-2,-8,-52,-6
O=C(COC(=O)c1cccs1)NCc1ccco1,-1,-4,5,2,10,19,3,5
CCCCC[C@H]1CN(CCCC)C(=O)[C@@H]1CC(=O)NCc1ccccc1,-15,17,11,-4,3,1,3,-2
NC(=S)NC1CC2C=CC1C2 (centres undefined),-1,-36,-1,-9,6,-2,11,2
COC(=O)C1CN(C(=O)COc2ccccc2C)c2ccccc2O1 (centres undefined),-8,14,-4,-3,8,-4,-6,-2
CCN(CC)c1ccc(NC(=O)CN2CCN(c3ccc(F)cc3)CC2)cc1,-10,9,-8,0,-11,-11,-20,-8

# A section of the results above:
SMILES,SENP8 block,Apaf1 inhib,SENP7 inh,HKDC1 inhibitor,Jurkat NFkB inh,Gli-Sufu block,697 NFkB inh,UBC13 polyUb
C[N+](C)(C)CCCCCC(=O)/C=N/O,11,2,5,-10,-19,3,-18,-11
Cc1cccc(C)c1Nc1nnc(SCc2nc3ccccc3s2)s1,10,8,4,1,-103,15,-172,6

# Additional compounds follow.
SMILES,SENP8 block,Apaf1 inhib,SENP7 inh,HKDC1 inhibitor,Jurkat NFkB inh,Gli-Sufu block,697 NFkB inh,UBC13 polyUb
CCOc1ccccc1C(=O)N1c2ccccc2Sc2ccccc21,8,20,-6,1,1,6,8,-6
O=C(CSc1ccccc1C(=O)O)NCc1ccc(Cl)cc1,5,-11,7,-10,-8,-1,-14,4
Cn1c(CNC(=O)CCNC(=O)c2ccccc2)cc(=O)n(C)c1=O,7,12,3,-4,-13,-6,-33,-6
Clc1cccc(OCCCCCN2CCOCC2)c1,-13,3,4,-2,2,6,1,4
NC(=O)COC(=O)c1sc2ccccc2c1Cl,1,3,6,-7,11,6,4,8
C/C=C(/C)C(=O)Nc1cccc(C2=NOC3(C2)C[C@@H](C(N)=O)N(C(=O)[C@H]2CCC(=O)N2)C3)c1 (some centres undefined),-9,-3,8,-14,-5,-19,4,6
O=C(O)c1c(NC(=O)N(CCO)Cc2ccccc2)sc2c1CCCC2,0,-3,5,-2,1,5,11,1
CN(C(=O)CSc1cccc[n+]1[O-])c1ccccc1,-7,8,-3,-4,-7,2,-13,-3
CCOC(=O)c1c(S(=O)(=O)N2CCCC(C(=O)Nc3ccc(C)cn3)C2)c(C)n(C)c1C (centres undefined),-3,8,-1,2,-9,5,8,-4
COc1ccc(S(=O)(=O)N2CCCCC2)cc1NC(=O)c1ccc([N+](=O)[O-])o1,-1,-10,6,0,17,-21,21,-6
CCNc1nc(NCC)n2c(SCC(=O)O)nnc2n1,-4,14,12,2,-29,11,-6,4
COc1cccc(CC(=O)N2CCCC(CCC(=O)N3CCN(c4ccccn4)CC3)C2)c1 (centres undefined),3,-6,-8,-7,5,5,6,6
CCOC(=O)Cc1c(C)nc2c(-c3ccccc3)cnn2c1C,-1,5,4,-5,-20,-17,-23,9
CN1C[C@@H]2[C@@H]3C(=O)N(Cc4ccccc4)C(=O)[C@@H]3[C@](C)(C1=O)N2C(=O)c1ccc(Cl)cc1,6,-6,-3,-1,3,7,20,3
S=C(NC1CC1)N1CCc2ccccc2C1,-3,4,5,-10,-6,3,-3,2
S=c1[nH]nc(-c2ccco2)n1/N=C/c1ccccc1,-2,-6,-3,-2,4,6,13,-6
CCN(CC)CCCN(C(=O)c1ccccc1F)c1nc(-c2ccc(OC)cc2)cs1,-19,11,12,1,-27,34,-27,19
COc1ccc(C(CC(=O)O)NC(=O)Nc2ccccc2)cc1OC (centres undefined),0,7,-8,-5,-7,2,-13,-11
Cc1ccccc1Nc1nc(N)nc(CSc2nnc(C)n2C)n1,6,-2,12,2,-5,-6,4,1
Cc1ccccc1N(C(=O)c1cccs1)c1nc2ccccc2s1,-15,25,-5,-2,-26,10,-63,2

# Single records, from the list above. Order of screens: SENP8 block	Apaf1 inhib	SENP7 inh	HKDC1 inhibitor	Jurkat NFkB inh	Gli-Sufu block	697 NFkB inh	UBC13 polyUb
# Profile of CCOc1ccccc1C(=O)N1c2ccccc2Sc2ccccc21 = 8	20	-6	1	1	6	8	-6
# Profile of Clc1cccc(OCCCCCN2CCOCC2)c1 = -13	3	4	-2	2	6	1	4
# Profile of NC(=O)COC(=O)c1sc2ccccc2c1Cl = 1	3	6	-7	11	6	4	8
# Profile of C/C=C(/C)C(=O)Nc1cccc(C2=NOC3(C2)C[C@@H](C(N)=O)N(C(=O)[C@H]2CCC(=O)N2)C3)c1 (some centres undefined) = -9	-3	8	-14	-5	-19	4	6
# Profile of O=C(CSc1ccccc1C(=O)O)NCc1ccc(Cl)cc1 = 5	-11	7	-10	-8	-1	-14	4

# Additional results follow.
SMILES,SENP8 block,Apaf1 inhib,SENP7 inh,HKDC1 inhibitor,Jurkat NFkB inh,Gli-Sufu block,697 NFkB inh,UBC13 polyUb
CCN(CC)CCNC(=S)Nc1ccc2nc(N3CCN(CC)CC3)cc(C)c2c1,3,7,5,-1,-9,16,5,9
Cc1cc(/C=C(\C#N)C(=O)NCc2cccs2)c(C)n1-c1ccccc1F,4,16,6,2,-53,-92,-79,0
O=C(/C=C/c1ccc(Cl)cc1)Nc1ccc(Br)cn1,-5,-2,9,-1,-26,-34,-22,-11
Cc1ccc2oc(C(=O)N3CCN(Cc4ncccc4C)CC3)c(C)c2c1,0,12,-4,-8,-3,0,-2,2
Cc1cc([N+](=O)[O-])c(C(C)(C)C)cc1N,-4,-14,0,-1,6,0,7,8
Cc1ccnc(SCC(=O)NC2CC2)n1,2,6,8,1,-8,-14,-58,-7
CCOC(=O)C1CCN(C(=O)c2ccc(OCC(=O)Nc3cccc(C(F)(F)F)c3)c(OC)c2)CC1,-9,25,10,2,48,38,-32,-5
O=C(Nc1ccc(C(=O)N2CCCc3ccccc32)cc1)c1cccs1,-14,1,5,-1,2,-9,-20,-5
CC(=O)/C(=C/N(C)C)Sc1ccc(C)cc1,-4,-3,6,-9,7,-1,12,3
CCC(C(=O)NC1CCCC1)N(C(=O)Cn1nnc(-c2ccc(OC)c(OC)c2)n1)C1CCCCC1 (centres undefined),2,2,-2,-1,5,1,11,0
COc1ccc(CCNC(=O)c2cc(-c3ccc4c(c3)OCO4)on2)cc1OC,-2,-17,9,-8,-4,-4,1,0
CC(C)Sc1nc2c(cnn2-c2ccc(Cl)cc2)c(=O)[nH]1,-3,5,0,-3,-9,13,-5,-2
CC1CCCCC1NC(=O)c1ccc(CSc2nc3ccncc3[nH]2)cc1 (centres undefined),-6,11,-18,-6,-4,2,3,1
O=c1cc(-c2ccccc2)nc(SCc2ccccc2F)[nH]1,2,3,0,-4,0,-5,14,-8
COc1cc(OC)cc(-c2oc(=O)c3cc(OC)c(OC)cc3c2C(F)(F)F)c1,4,10,0,7,10,3,-1,3
CCN(CC)C(=O)C(=O)Nc1ccc(OCc2ccccc2)cc1,3,16,8,10,-10,-9,8,2
O=C(CCN1CCOCC1)N1CCCC(Nc2cccc(F)c2)C1 (centres undefined),3,0,-2,1,-1,-24,15,4
C/C(=N\NC(=O)c1ccccc1)c1ccccc1Br,-13,-5,-11,-7,-27,-26,-31,-23
C=CCn1c(SCc2ccc(Br)cc2F)nc2cc(C(=O)O)ccc2c1=O,-1,7,-5,-6,3,-2,13,7
Cc1ccccc1-n1c(SC(C)C(N)=O)nnc1-c1cccnc1 (centres undefined),7,-30,1,3,6,0,11,-5
COC(=O)c1nnn(-c2ccsc2C(=O)OC)c1C(=O)OC,-9,-9,11,-5,-13,4,-7,-1
O=c1[nH][nH]cc1C=Nc1ccc(Oc2ccccc2)cc1,-15,3,10,-2,-7,·,-3,-5
